Rin1 Abl inh – blocks binding of human Rin1 to Abl; inhibition, % at 7.35 µM; AID 588664; 360,000 tested, 0.4% active; P00519+Q13671; TR-FRET Rin1/Abl binding, biochemical; in the data active = inhibition above about 5%, passing the limit was not always enough
Target sequence (P00519 whole entry, looked up): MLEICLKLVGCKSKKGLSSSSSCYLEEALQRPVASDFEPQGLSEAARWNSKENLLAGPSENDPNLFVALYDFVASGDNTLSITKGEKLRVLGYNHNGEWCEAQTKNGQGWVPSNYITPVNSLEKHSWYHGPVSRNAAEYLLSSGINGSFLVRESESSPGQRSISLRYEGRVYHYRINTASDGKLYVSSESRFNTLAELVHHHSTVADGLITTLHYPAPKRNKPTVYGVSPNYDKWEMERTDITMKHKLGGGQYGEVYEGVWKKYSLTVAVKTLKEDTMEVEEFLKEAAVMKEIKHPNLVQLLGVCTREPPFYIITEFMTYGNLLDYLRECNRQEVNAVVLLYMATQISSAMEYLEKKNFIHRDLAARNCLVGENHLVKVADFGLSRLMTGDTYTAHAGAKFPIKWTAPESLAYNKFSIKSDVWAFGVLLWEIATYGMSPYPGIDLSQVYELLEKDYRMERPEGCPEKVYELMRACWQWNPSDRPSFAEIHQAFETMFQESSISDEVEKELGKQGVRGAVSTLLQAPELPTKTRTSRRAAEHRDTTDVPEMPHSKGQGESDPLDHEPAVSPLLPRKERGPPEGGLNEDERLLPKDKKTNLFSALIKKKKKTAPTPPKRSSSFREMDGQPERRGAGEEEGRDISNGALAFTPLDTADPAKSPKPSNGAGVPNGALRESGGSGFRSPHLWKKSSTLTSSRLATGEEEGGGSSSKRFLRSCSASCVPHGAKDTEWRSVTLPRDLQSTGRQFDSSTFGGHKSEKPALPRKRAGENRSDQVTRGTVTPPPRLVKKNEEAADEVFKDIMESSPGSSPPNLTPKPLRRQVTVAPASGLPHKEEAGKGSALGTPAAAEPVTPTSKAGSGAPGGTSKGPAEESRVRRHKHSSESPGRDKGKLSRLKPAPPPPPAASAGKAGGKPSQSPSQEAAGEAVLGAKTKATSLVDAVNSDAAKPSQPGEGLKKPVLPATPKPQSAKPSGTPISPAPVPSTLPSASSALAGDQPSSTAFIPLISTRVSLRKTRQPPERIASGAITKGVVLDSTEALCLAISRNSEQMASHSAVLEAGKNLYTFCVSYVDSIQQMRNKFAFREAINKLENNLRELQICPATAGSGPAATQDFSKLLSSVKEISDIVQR
Target sequence (Q13671 whole entry, looked up): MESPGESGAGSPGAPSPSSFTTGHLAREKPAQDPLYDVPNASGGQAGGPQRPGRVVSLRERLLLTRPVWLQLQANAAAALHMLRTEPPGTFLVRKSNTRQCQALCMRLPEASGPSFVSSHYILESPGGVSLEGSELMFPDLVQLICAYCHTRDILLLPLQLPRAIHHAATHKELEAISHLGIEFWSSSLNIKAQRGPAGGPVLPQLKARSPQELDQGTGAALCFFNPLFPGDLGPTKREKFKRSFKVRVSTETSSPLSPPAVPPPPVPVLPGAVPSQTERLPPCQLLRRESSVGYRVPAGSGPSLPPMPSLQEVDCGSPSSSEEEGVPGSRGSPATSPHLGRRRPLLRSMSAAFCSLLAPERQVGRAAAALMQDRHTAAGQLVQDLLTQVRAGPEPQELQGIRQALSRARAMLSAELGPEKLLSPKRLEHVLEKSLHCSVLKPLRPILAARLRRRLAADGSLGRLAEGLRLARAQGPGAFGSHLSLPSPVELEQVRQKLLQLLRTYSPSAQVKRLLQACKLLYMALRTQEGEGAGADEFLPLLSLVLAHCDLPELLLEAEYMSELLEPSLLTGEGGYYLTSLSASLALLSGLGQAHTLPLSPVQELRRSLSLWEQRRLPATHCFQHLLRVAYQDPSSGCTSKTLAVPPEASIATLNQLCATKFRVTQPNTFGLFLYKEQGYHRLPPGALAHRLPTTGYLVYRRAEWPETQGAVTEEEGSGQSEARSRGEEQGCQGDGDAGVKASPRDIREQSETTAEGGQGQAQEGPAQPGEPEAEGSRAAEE
Rpn11 block – blocks the human proteasome subunit Rpn11. human 26S proteasome, Ub4-pepOG fluorescence polarization; 20S core pre-blocked with epoxomicin. AID 588493. 360,000 tested, 0.59% active. O00487. calls only at 20 µM;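 active = inhibition at 20 µM, scaled to each plate's controls, above about 33%, limit read from the data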
eLon inh – inhibits E. coli Lon protease; purified E. coli Lon protease, fluorescence polarization; inhibition, % at 7.94 µM; 360,000 tested, 0.42% active; in the data active = inhibition above about 13%, passing the limit was not always enough;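 also: 0% = enzyme with probe and DMSO and 100% = no enzyme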
MsrA inhibitor – inhibitors of bovine MsrA; inhibition, % at 15.5 µM; AID 651718; 360,000 tested, 0.75% active; purified bovine MsrA, absorbance read-out; in the data active = inhibition above about 4.5%;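 also: 0% = vehicle wells with enzyme and 100% = reference inhibitor wells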
MT1-MMP act inh – blocks activation of human MT1-MMP. P50281. HT1080 RFP-PRO-GFP cells, GFP/RFP ratio fluorescence, overnight; percent of plate control window, DMSO zero. GFP/RFP ratio change, % at 20 µM. 360,000 tested, 0.061% active;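 active = GFP/RFP ratio change of at least 30% with cell ATP level not reduced by more than half and red fluorescence within 50% of control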; also: strong numbers were not always called active
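system = RFP-PRO-GFP reporter HT1080 cells | dosing = 20 µM single dose, 1% DMSO | timing = overnight cell settling, then overnight compound exposure, 37 °C, 5% CO2 | read-out basis = GFP/RFP fluorescence ratio | controls = DMSO and RFP-L50D-GFP cell wells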
PABP1 MLLE inh – blocks PAM2 peptide binding to the PABP1 MLLE domain. P11940. inhibition, % at 20 µM. GST-MLLE / FITC-PAM2 fluorescence polarization. AID 588489. 360,000 tested, 0.36% active; in the data active = inhibition above about 35%, passing the limit was not always enough;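 also: plate controls were DMSO wells with GST-MLLE for no effect and wells lacking GST-MLLE protein for full effect; some results filed as inactive read as strong as hits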
bovine MsrA act – activators of bovine methionine sulfoxide reductase A; AID 602163; activation, % at 10.6 µM; 360,000 tested, 0.3% active; purified bovine MsrA, absorbance read-out; in the data active = activation above about 7.5%;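 also: 0% = vehicle and 100% = reference activator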
CSN deneddyl inh – blocks human CSN-mediated cullin deneddylation | Q92905 | Purified CSN, SCF-Nedd8-OG deneddylation, fluorescence polarization | inhibition, % at 12.5 µM | 360,000 tested, 0.38% active;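 active = pattern-corrected inhibition above about 35%, with an unprinted fluorescence ratio check between 0.5 and 1.5, limit read from the data, passing the limit was not always enough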;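 also: 0% = enzyme with substrate and 100% = substrate without enzyme; some results filed as inactive read as strong as hits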
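Assay system: HEK293T-derived human Csn5 enzyme; quantity: 0.24 nM enzyme; medium: Tris/NaCl/DTT buffer, pH 7.5; also added: substrate SCFSkp2-Nedd8OG, 10 nM; doses: 12.5 µM compound; schedule: 90 min reaction at room temperature; signal: FP; read-out: % inhibition of substrate cleavage by Csn5; benchmarks: substrate-only high control, full reaction low control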
FAS TE block – inhibitors of human fatty acid synthase thioesterase domain | P49327 | recombinant FAS-TE, OMFH fluorogenic substrate, fluorescence endpoint | inhibition, % at 15 µM | 360,000 tested, 0.67% active | AID 602261;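 active = compounds whose normalised, plate-corrected inhibition of enzyme fluorescence in the single-dose primary screen is 50% or more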;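 also: 0% = DMSO with enzyme and 100% = substrate without enzyme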
Starred values were filed as active, the others as inactive; i = inactive; . = no result given.

mol	Rin1 Abl inh	Rpn11 block	eLon inh	MsrA inhibitor	MT1-MMP act inh	PABP1 MLLE inh	bovine MsrA act	CSN deneddyl inh	FAS TE block
CC(C)C(=O)N(Cc1cc(=O)[nH]c2ccccc12)c1ccccc1	-2	i	-3	-0.3	1	13	-4	2	-6
CCCCC(=O)Nc1nnc(SCC(=O)N2CCN(c3ccccc3OC)CC2)s1	3	i	6	-0.6	-3	-2	2	2	-3
COc1ccc(N(CC(=O)O)S(=O)(=O)c2ccccc2[N+](=O)[O-])c(OC)c1	1	i	1	1.9	-1	-4	-3	-4	-4
COC(=O)Cn1c(=O)c(=O)n(CC(=O)OC)c2ccccc21	-3	i	5	2.2	1	-6	-1	5	-4
CCn1c(SCC(=O)Nc2nnc(C)s2)nnc1C(C)NC(=O)c1ccccc1F (stereo not given)	4	i	1	0.6	3	16	0	0	-9
Clc1ccc(CNC2CCCC2)cc1	-1	i	-4	-0.4	-1	14	-1	2	-6
CCc1ccc(N2CC(C(=O)Nc3ccc(C)c(S(=O)(=O)N4CCOCC4)c3)CC2=O)cc1 (stereo not given)	0	i	-1	-0.7	9	-12	-1	0	7
CC(C)NS(=O)(=O)c1ccc(OCC(=O)NC2CCCCCC2)cc1	1	i	7	0.1	-4	0	-3	-2	2
Cc1ccc(S(=O)(=O)NC(=O)C2(C)CCN2C(=O)Cc2ccc(-c3ccccc3)cc2)nc1 (stereo not given)	0	i	4	-0.2	0	8	-3	4	-4
O=C(NCc1ccc(F)cc1)c1cc(S(=O)(=O)N2CCCCC2)ccc1N1CCOCC1	-4	i	-7	-0.1	2	9	0	-4	-1
CC(C)NC(=O)C(=O)NCCCN1CCOCC1	1	i	-9	-0.3	4	7	-5	3	-5
O=C(O)CCCC(=O)OCCc1cc2ccccc2c(=O)o1	-2	i	4	-0.7	0	12	0	-2	-16

mol	Rin1 Abl inh	Rpn11 block	eLon inh	MsrA inhibitor	MT1-MMP act inh	PABP1 MLLE inh	bovine MsrA act	CSN deneddyl inh	FAS TE block
CCOC(=O)c1ccc(S(=O)(=O)N2CCN(C(=O)c3cc(=O)c4ccccc4o3)CC2)cc1	2	i	-9	0.6	2	-20	-4	5	11
NS(=O)(=O)c1ccc(NC(=O)CSc2n[nH]c(=O)n2C2CC2)cc1	-1	i	4	0.5	1	3	-1	2	-6
COc1cc(/C=C2/C(=N)N3C=CSC3=NC2=O)ccc1OCCCOc1ccccc1C	3	i	-9	-0.3	-3	-2	4	1	-3
CCOC(=O)c1c(N)nn(C(=O)C(C)C)c1-c1ccccc1	-3	i	-8	-0.4	-4	-14	2	-2	10
CCOC(=O)c1ccc(N2C(=O)CC(N3CC(C)OC(C)C3)C2=O)cc1 (stereo not given)	-2	i	-9	0.2	1	5	-14	-4	-4
Cn1c(NC(=O)c2ccco2)c(-c2ccccc2)c(=O)c2ccccc21	1	i	-1	1.9	-3	6	-1	0	-5
CC(C)Cc1ccccc1S(N)(=O)=O	2	i	12	0.6	2	11	-2	-8	-11
CC(=O)Nc1ccc(S(=O)(=O)NCCSCc2ccccc2Cl)cc1	1	i	0	-0.8	4	-4	-11	2	8
COc1ccc(OC)c(C(C)NC(=O)Nc2cccc(C(C)=O)c2)c1 (stereo not given)	-2	i	2	2.5	-2	-12	-5	-3	0
COc1ccccc1CNC(=O)COc1ccc(S(=O)(=O)N2CCOCC2)cc1C	0	i	-1	1.9	1	2	-1	-3	-1
COc1ccc(CC(=O)c2ccc(O)cc2O)cc1	-8	i	-13	2.3	5	-24	-9	-2	-8
Cc1cc(-c2n[nH]c(=S)n2/N=C/c2sccc2C)n[nH]1	-3	i	-10	1.5	1	-5	3	-2	-13

mol	Rin1 Abl inh	Rpn11 block	eLon inh	MsrA inhibitor	MT1-MMP act inh	PABP1 MLLE inh	bovine MsrA act	CSN deneddyl inh	FAS TE block
Nc1cc(S(=O)(=O)N2CCCCC2)ccc1Oc1ccccc1	0	i	0	1.3	1	-1	-5	-2	9
Cc1ccc(SC(C)C(=O)N2CCC(C(N)=O)CC2)cc1 (stereo not given)	2	i	-5	-0.9	1	19	-1	-6	-1
Cc1cc(C)n2nc(C(=O)OCC(=O)NCc3ccccc3)nc2n1	0	i	7	-0.9	3	2	-3	6	-8
Cc1cc(-c2nn(C)c(=O)c3ccccc23)cc(C)c1O	-2	i	8	-0.6	2	-7	-1	0	-2
O=C1COc2ccc(S(=O)(=O)Nc3cccc(Cl)c3)cc2N1	0	i	-9	-0.3	-1	-12	-2	3	4
CCCSc1nc2c(c(=O)n(C)c(=O)n2C)n1C	2	i	7	0.1	-2	6	-4	3	-3
CN(Cc1ccccc1)c1nc2c(c(=O)[nH]c(=O)n2C)n1Cc1ccccc1	-4	i	-6	-1.0	-6	3	-1	1	-4
CC#CCCCC(=O)Nc1cccc(C(=O)O)c1	1	i	-10	1.1	-4	6	-4	3	-2
O=[N+]([O-])c1cc([N+](=O)[O-])c(Oc2ccccc2F)cc1NN1CCCCC1	3	i	-10	-1.3	-1	-16	-5	-3	19
S=c1[nH]nc(-c2ccc(Cl)cc2Cl)n1-c1ccc2c(c1)OCCO2	0	i	7	-1.1	-2	-33	-5	-4	-9
CN(Cc1ccco1)c1ncnc2ccc(-c3ccoc3)cc12	3	i	-11	0.9	-11	7	-1	2	-9
COc1ccc(-c2csc(Nc3ccccc3)n2)cc1	-5	i	0	1.2	2	12	-3	2	29

mol	Rin1 Abl inh	Rpn11 block	eLon inh	MsrA inhibitor	MT1-MMP act inh	PABP1 MLLE inh	bovine MsrA act	CSN deneddyl inh	FAS TE block
CCOC(=O)c1ccc(N2CCOCC2)c(NC(=O)c2c(-c3ccccc3)noc2C)c1	-1	i	-5	-1.7	-3	-4	-2	-4	21
COc1ccc(Nc2cc(C)nc3nc(C)nn23)c(OC)c1	1	i	-3	1.1	-1	-3	-13	-3	-8
O=C(/C=N/O)NCc1cccnc1	1	i	1	1.9	-1	15	0	-1	-9
Cc1nc2nc(SCC(=O)N3CCOCC3)nn2c(C)c1Cc1ccccc1	0	i	0	0.8	0	-3	-1	5	-4
Cc1cc(C(=O)NCCCC(=O)O)c(C)o1	-2	i	4	0.4	1	15	0	-1	-8
O=C(/C=C/c1ccccc1Cl)c1ccccc(=O)c1O	-2	i	-5	0.9	-7	1	-6	19	-2
Cc1cccc(NC(=S)NC(=O)c2cc(-c3ccccc3)nc3ccccc23)c1	-3	i	-8	1.4	-9	20	-5	2	27
C[C@@]12C(=O)Nc3cc(F)ccc3C(=O)N1[C@H]1c3ccccc3OC[C@@H]1[C@@H]2c1ccccc1	5	i	0	.	-20	7	-4	-3	69*
COc1ccc2cc3cc(C(=O)Nc4ccc5c(c4)OCO5)oc3nc2c1	1	i	7	-0.3	-4	5	-3	13	-3
CCCn1c(SCC(=O)N2CCN(S(=O)(=O)c3ccc(Cl)cc3)CC2)n[nH]c1=O	-2	i	-4	-0.5	-1	-15	-7	-1	-1
C=CCn1c(CSCc2ccccc2)nnc1SCC(=O)NCc1ccccc1	-3	i	-6	2.1	6	13	1	-2	-2
COC(=O)C(CCSC)NC(=O)CNS(=O)(=O)c1ccc(F)cc1 (stereo not given)	0	i	0	1.4	-3	1	-3	5	-6

An excerpt from above in order of heavy-atom count, ascending.
mol	Rin1 Abl inh	Rpn11 block	eLon inh	MsrA inhibitor	MT1-MMP act inh	PABP1 MLLE inh	bovine MsrA act	CSN deneddyl inh	FAS TE block
O=C(/C=N/O)NCc1cccnc1	1	i	1	1.9	-1	15	0	-1	-9
O=C(/C=C/c1ccccc1Cl)c1ccccc(=O)c1O	-2	i	-5	0.9	-7	1	-6	19	-2
COC(=O)C(CCSC)NC(=O)CNS(=O)(=O)c1ccc(F)cc1 (stereo not given)	0	i	0	1.4	-3	1	-3	5	-6
Cc1nc2nc(SCC(=O)N3CCOCC3)nn2c(C)c1Cc1ccccc1	0	i	0	0.8	0	-3	-1	5	-4

More structures follow:
mol	Rin1 Abl inh	Rpn11 block	eLon inh	MsrA inhibitor	MT1-MMP act inh	PABP1 MLLE inh	bovine MsrA act	CSN deneddyl inh	FAS TE block
Cc1ccc(NC(=O)C(C)[n+]2ccccc2)cc1[N+](=O)[O-] (stereo not given)	-5	i	8	1.1	-1	-3	-5	4	-8
COc1cccc(CNC(=O)[C@@H]2CCCN2C(=O)[C@@H]2CCCN2C(=O)c2ccc(Cl)cc2)c1	.	.	-10	-0.2	5	.	-1	-5	-7
COc1ccc(-c2cccc(-c3cc(=O)oc4ccc(C(C)(C)C)cc34)c2)cc1	-5	i	4	0.8	-4	8	-7	2	26
Cc1cc(/C=N/n2c(COc3ccccc3)nc3ccccc3c2=O)c(O)c([N+](=O)[O-])c1	-2	i	-12	0.9	-7	-41	-7	-10	60*
CN1CCN(CCCOc2ccc(-c3ccccc3)cc2)CC1	-2	i	-5	-1.1	7	-19	4	-4	-1
COc1ccc(-n2c(C)ccc2-c2ccccc2)cn1	1	i	29	0.8	-32	84	-6	-76	5
CCCCOc1ccc(C2C(=O)N(C3CCCCC3)CC(=O)N2CC2CCCO2)cc1 (stereo not given)	1	i	1	0.0	-3	14	-2	4	6
CCC(=O)N=c1sc2c(C)cc(C)cc2n1CC(=O)OC	-3	i	-1	0.8	-4	-7	-8	0	6
O=C(COc1cccc(-n2cnnn2)c1)NCCC1=CCCCC1	-3	i	6	-0.7	-6	10	-1	1	43
CC(OC(=O)CN1C(=O)C2CC=CCC2C1=O)C(=O)Nc1ccc(F)cc1Cl (stereo not given)	1	i	-5	-0.3	7	-4	-6	-6	-5
CCN(CC)CC(=O)Nc1ccccc1SCC(=O)Nc1ccsc1C(=O)OC	1	i	2	1.6	-3	4	-8	6	6
O=C(COC(=O)c1ccc(F)cc1F)Nc1ccc(S(=O)(=O)N2CCOCC2)cc1	3	i	-6	3.9	3	-5	-1	1	4

mol	Rin1 Abl inh	Rpn11 block	eLon inh	MsrA inhibitor	MT1-MMP act inh	PABP1 MLLE inh	bovine MsrA act	CSN deneddyl inh	FAS TE block
COc1cc2nc(CCc3ccccc3)oc(=O)c2cc1OC	-4	i	-3	0.1	-2	4	-4	-1	-2
Cc1cc(C)n2c(NC3CCCCC3)c(-c3cccnc3)nc2n1	.	.	-4	1.0	-4	.	-6	2	-10
CC(NC(=O)c1ccc2ccccc2n1)c1ccccc1 (stereo not given)	0	i	-2	-0.3	2	-15	2	2	4
CN(Cc1ccccc1)C(=O)c1ccc(NC(=O)Cc2ccc(NC(=O)C3CCN(C(=O)C4CCC4)CC3)cc2)cc1	2	i	3	-0.9	0	0	-3	4	-7
COC(=O)c1ccccc1NC(=O)CN1CCN(C(=O)c2ccco2)CC1	4	i	1	0.2	-4	4	-15	4	-8
Cc1onc(-c2c(Cl)cccc2Cl)c1C(=O)NC1CCCCC1	2	i	-1	1.1	1	4	-3	-5	0
CCn1c(SCC(=O)N2CCOCC2)nc2c(c1=O)SC(C)C2 (stereo not given)	1	i	-4	1.7	1	8	-9	-1	-6
CCOc1cc(C2NC(=O)NC(C)=C2C(=O)OCC2CCCCC2)ccc1O (stereo not given)	1	i	-4	-0.1	1	5	-11	3	10
Nc1ccn([C@@H]2O[C@H](C(=O)N3CCCN(Cc4ccccc4F)CC3)[C@@H](O)[C@H]2O)c(=O)n1	.	.	3	-0.7	3	.	0	-5	-10
CN1CCN(C(=O)c2ccc3ccccc3c2)CC1	0	i	-5	2.7	3	-12	-6	-2	-10
Cc1ccc(Cn2c(=O)sc3ccccc3c2=O)cc1	-1	i	-2	0.0	-5	9	0	2	36
Cc1ccc(S(=O)(=O)Nc2ncnc3sccc23)cc1C	0	i	1	0.9	1	-12	-1	-4	-7

Assay outcomes as filed in PubChem.
